Screening results: PubChem, several laboratories
HTRA1 inh = inhibitors of human serine peptidase HTRA1. Q92743. recombinant HTRA1, FP-rhodamine activity-based probe, fluorescence polarization. inhibition, % at 5.96 µM. 340,000 tested, 0.5% active. AID 504803; in the data active = inhibition above about 36%;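 note: 0% = enzyme with DMSO and 100% = wells lacking enzyme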
mABHD4 FP = inhibits mouse alpha/beta hydrolase domain 4; 370,000 tested, 0.54% active; Q8VD66; inhibition, % at 8.92 µM; AID 720543; purified mABHD4, FP-Rh probe fluorescence polarization;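 active = inhibition exceeding the mean over every tested compound plus 3 SD, cut at about 30% in these data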;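 note: 0% = plate median of compound wells and 100% = S159A mutant with DMSO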
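Assay system: mouse ABHD4 enzyme, wild type / Also added: fluorescent activity-based probe FP-Rh / Doses: single nominal dose of 8.92 µM, 0.89% DMSO final / Timing: 45 min compound pre-incubation plus 60 min probe step, 25 °C / Signal: FP readout, ex 525 nm / em 598 nm / Control set: S159A mutant/DMSO as 100%, compound-well median as 0%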
GC-B act = GC-B (human) receptor activation; P20594; HEK293-GC-B cells, CNP EC30, cGMP TR-FRET; 0% at EC30 CNP, 100% saturating CNP; activation, % at 10 µM; 370,000 tested, 0.11% active;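 active = activation at 10 µM reaching about 35% in either raw or pattern-adjusted values, limit read from the data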
UHRF1 MBD2 ctr = human UHRF1 methylated DNA binding inhibitors; inhibition, % at 4.4 µM; UHRF1 binding to methylated oligo, TR-FRET; 370,000 tested, 0.75% active; Q96T88; AID 687016; in the data active = inhibition above about 21%;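 note: UHRF1 SRA domain binding a hemimethylated CpG hairpin DNA probe; 0% = median of test compound wells and 100% = reference inhibitor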
TCR CD3 inh = blocks the human TCR-CD3 interaction | TAMRA-labeled TCR probe fluorescence, biochemical | inhibition, % at 9.4 µM | AID 651800 | 360,000 tested, 0.37% active; in the data active = inhibition above about 19%;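 note: recombinant mutant TCR 2C K166C tagged with TAMRA read by polarization; 0% = receptor in buffer alone and 100% = receptor with positive control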
SIAE inh = inhibitors of human sialic acid acetylesterase SIAE | SIAE FP-Rh probe binding, fluorescence polarization | 370,000 tested, 0.69% active | AID 1053197 | inhibition, % at 9.66 µM | Q9HAT2;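 active = inhibition above a cutoff: mean of compounds within the control limits plus 3 SD of those, cut at about 17% in these data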;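 note: 0% = plate median of compound wells and 100% = probe without SIAE protein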
Target sequence (Q9HAT2 whole entry, looked up): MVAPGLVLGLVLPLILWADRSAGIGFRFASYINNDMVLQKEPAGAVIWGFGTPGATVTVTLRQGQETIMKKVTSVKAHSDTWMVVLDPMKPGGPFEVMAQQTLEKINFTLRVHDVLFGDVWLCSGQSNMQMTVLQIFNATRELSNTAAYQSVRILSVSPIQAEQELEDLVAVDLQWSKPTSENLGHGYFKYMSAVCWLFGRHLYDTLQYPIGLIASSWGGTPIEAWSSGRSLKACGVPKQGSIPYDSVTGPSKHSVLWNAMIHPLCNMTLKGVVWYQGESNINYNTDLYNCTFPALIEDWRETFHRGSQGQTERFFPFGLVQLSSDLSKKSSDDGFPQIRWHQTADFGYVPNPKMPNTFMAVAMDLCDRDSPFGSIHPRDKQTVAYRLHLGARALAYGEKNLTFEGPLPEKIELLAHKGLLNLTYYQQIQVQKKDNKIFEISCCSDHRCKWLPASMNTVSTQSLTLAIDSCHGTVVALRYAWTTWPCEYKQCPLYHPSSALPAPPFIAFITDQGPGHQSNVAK
GC-A act = GC-A (human) enzyme activation | 370,000 tested, 0.14% active | activation, % at 10 µM | HEK293 GC-A cells, cGMP TR-FRET, EC30 ANP; 0% at EC30 ANP, 100% saturating ANP | P16066; in the data active = activation above about 40%
rCAG binder = binds r(CAG) RNA repeats. r(CAG) RNA repeat, TO-PRO-1 dye displacement fluorescence. inhibition, % at 3 µM. 370,000 tested, 1.3% active. AID 651821;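 active = inhibition above the plate cutoff, the mean of all test compounds on that plate plus 3 SD, cut at about 35% in these data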;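 note: 0% = DMSO alone and 100% = 100 µM mitoxantrone as full dye displacement; higher means more dye released from RNA so lower well fluorescence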
PRMT1 inh = PRMT1 (human) inhibition, primary screen | recombinant PRMT1, activity-based probe fluorescence polarization | Q99873 | AID 652257 | 370,000 tested, 1.3% active | inhibition, % at 2.79 µM;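 active = inhibition above about 21% made by adding two undisclosed values, limit read from the data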
MBD2 DNA inh = blocks human MBD2 binding to methylated DNA; TR-FRET, MBD2 binding to methylated oligonucleotide; 370,000 tested, 0.31% active; inhibition, % at 4.4 µM; in the data active = inhibition above about 13%
* = called active by the depositor; x = not tested or not shown. An excerpt; rates above refer to the full screens.

Values run as follows: rCAG binder | GC-B act | mABHD4 FP | MBD2 DNA inh | SIAE inh | GC-A act | HTRA1 inh | UHRF1 MBD2 ctr | TCR CD3 inh | PRMT1 inh
> CCOc1ccccc1NC(=O)CSc1nnc(-c2cnccn2)n1CC
→ -6 | -2 | -3 | -1 | -4 | -3 | 9 | 0 | 2 | 1
> CN(C(=O)c1ccco1)c1nc(-c2ccc(Cl)cc2)cs1
→ 1 | -5 | -5 | -4 | -5 | 5 | 7 | -3 | 2 | -3
> COc1ccc(CCC(=O)Nc2ccc(S(=O)(=O)N3CCOCC3)cc2)cc1OC
→ 1 | 1 | 3 | 3 | -3 | 0 | 0 | 2 | -4 | 1
> O=C1CSc2ccc(C(=O)N3CCCC(C(=O)N4CCN(c5ccc(F)cc5)CC4)C3)cc2N1 (stereo not given)
→ 3 | -3 | 1 | 3 | 1 | 1 | x | 2 | x | 1
> CC[C@@H](C)[C@H](NC(=O)CNC(=O)Cc1c(C)c2c(cc(C)c3c(C)coc32)oc1=O)C(=O)O
→ 15 | 7 | 1 | -4 | -7 | 4 | 7 | 10 | 5 | -1
> Cc1cc(C)c(S(=O)(=O)NCC(c2ccco2)N2CCc3ccccc3C2)c(C)c1 (stereo not given)
→ 0 | -10 | -6 | -1 | -5 | -21 | -31 | -2 | 4 | 1
> Cc1nc(N)sc1Cc1ccc2c(c1)OCO2
→ 3 | -3 | 5 | -2 | 9 | 7 | 1 | -3 | 4 | -1
> CN1CCC(C)(C(=O)Nc2cccc3c2CCCC3)C1 (stereo not given)
→ 1 | 2 | 3 | 1 | 4 | 0 | x | 1 | -1 | 1
> CC(=O)Nc1ccccc1-c1nc2ccc(C(=O)N3CCN(c4cc(C)ccc4C)CC3)cc2[nH]c1=O
→ 10 | 3 | 3 | -3 | -1 | -5 | -5 | 3 | -6 | 5
> NNC(=O)c1ccc(Cl)cc1Cl
→ -1 | 1 | -2 | -8 | 9 | 2 | -9 | -4 | 0 | -1
> Cc1ccc(S(=O)(=O)NNC(=O)Nc2cccc(C)c2C)c(C)c1
→ -2 | -2 | -6 | 6 | 2 | -10 | 0 | 2 | -8 | 5
> O=C(Nc1ccccc1)Nc1nnc(-c2cccs2)s1
→ 30 | 3 | -1 | 1 | 6 | 11 | -2 | -2 | -5 | -1
> COc1ccc(Nc2nc(-c3ccccc3)nc3ccccc23)c(OC)c1
→ 17 | -8 | 2 | -5 | -32 | -7 | 4 | -3 | -1 | 0
> COCCNC(=O)CCCCCN1C(=O)CCC1=O
→ 2 | 4 | -5 | 3 | 1 | 5 | 0 | 15 | 4 | -3
> COc1ccc2nc(SCC(=O)N(C)C3CCCCC3)[nH]c2c1
→ -1 | -2 | 1 | 2 | -1 | -1 | -3 | 1 | -2 | -6
> Cc1ccc(CNC(=O)Nc2ccc(C)cc2)cc1
→ -1 | 3 | -5 | -2 | -1 | 0 | -3 | -4 | -7 | -1
> O=C(NCC(c1ccc(F)cc1)N1CCOCC1)c1nn(-c2ccccc2)c(=O)c2ccccc12 (stereo not given)
→ 0 | -4 | 6 | 5 | 1 | -5 | 3 | 2 | -2 | 3
> O=C(c1ccc2c(c1)OCO2)C1CCCN(C2CCN(CCc3ccccc3)CC2)C1 (stereo not given)
→ -6 | -11 | 7 | 1 | 3 | -1 | 2 | 1 | 3 | 0
> CN1CCN(CCNC(=O)Nc2ccccc2C(F)(F)F)CC1
→ 1 | -1 | 2 | -1 | -1 | 0 | 3 | 0 | 7 | -1
> CC(=O)c1cccc(NC(=O)CSc2n[nH]c(-c3ccncc3)n2)c1
→ 7 | -1 | -4 | -2 | -2 | -3 | 1 | -1 | 1 | -3

Among those listed so far, these have a Cl atom:
Values run as follows: rCAG binder | GC-B act | mABHD4 FP | MBD2 DNA inh | SIAE inh | GC-A act | HTRA1 inh | UHRF1 MBD2 ctr | TCR CD3 inh | PRMT1 inh
> CN(C(=O)c1ccco1)c1nc(-c2ccc(Cl)cc2)cs1
→ 1 | -5 | -5 | -4 | -5 | 5 | 7 | -3 | 2 | -3
> NNC(=O)c1ccc(Cl)cc1Cl
→ -1 | 1 | -2 | -8 | 9 | 2 | -9 | -4 | 0 | -1

New compounds follow.
Values run as follows: rCAG binder | GC-B act | mABHD4 FP | MBD2 DNA inh | SIAE inh | GC-A act | HTRA1 inh | UHRF1 MBD2 ctr | TCR CD3 inh | PRMT1 inh
> COc1ccc([N+](=O)[O-])cc1NC(=O)CSc1ccccc1
→ 14 | -2 | -7 | -6 | -1 | 1 | -13 | 3 | 1 | 1
> S=c1[nH]cc(Oc2ccc(Cl)cc2Cl)c(=S)[nH]1
→ 3 | 2 | 2 | -3 | 6 | 8 | x | -2 | 4 | 11
> Cc1ccc(S(=O)(=O)n2nc(C)c(S(=O)(=O)N3CCCCC3)c2C)cc1
→ 2 | 0 | 3 | 1 | 3 | 0 | -2 | -1 | 3 | 3
> Cc1cnc2ncc3sccc3c2c1
→ 1 | -4 | -2 | -4 | 2 | 0 | 5 | -1 | 5 | -2
> O=C1CC(c2ccc(O)cc2)Oc2ccccc21 (stereo not given)
→ 0 | 0 | -5 | 6 | 1 | 2 | 9 | -2 | -1 | 3
> COc1ccc(CCCc2nnc(SCC(=O)Nc3ccc(C)c(C)c3)o2)cc1
→ -3 | -4 | -7 | 8 | -7 | -4 | -23 | 4 | -5 | 2

Whole records from above.
`CN1CCC(C)(C(=O)Nc2cccc3c2CCCC3)C1` (stereo not given) is listed as rCAG binder: 1; GC-B act: 2; mABHD4 FP: 3; MBD2 DNA inh: 1; SIAE inh: 4; GC-A act: 0; HTRA1 inh: x; UHRF1 MBD2 ctr: 1; TCR CD3 inh: -1; PRMT1 inh: 1
`Cc1ccc(CNC(=O)Nc2ccc(C)cc2)cc1` is listed as rCAG binder: -1; GC-B act: 3; mABHD4 FP: -5; MBD2 DNA inh: -2; SIAE inh: -1; GC-A act: 0; HTRA1 inh: -3; UHRF1 MBD2 ctr: -4; TCR CD3 inh: -7; PRMT1 inh: -1
